TDP1 cell noCPT: qHTS for Inhibitors of human tyrosyl-DNA phosphodiesterase 1 (TDP1): qHTS in cells in absence of CPT; DT40 Tdp1-/- hTDP1 cells, no CPT, ATP luminescence, 48 h; Potency, µM (series often up to 46.2 µM), for inactives: at the highest dose activity change, negative = growth inhibition, usual class: inhibitors; 420,000 compounds, 15% hits; further: nearly all actives have a fitted effect of over 55% in size
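Chicken DT40 Tdp1-/- cells complemented with human TDP1, screened without camptothecin (DMSO vehicle only), 400 cells/well. Compounds pin-transferred, cells incubated at 37 °C for at least 48 hr. Growth read as ATP-dependent luminescence (CellTiter-Glo, 30 min at RT).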
TDP1 cell CPT: growth inhibition of DT40 Tdp1-/-;hTDP1 cells with camptothecin (screen for TDP1 inhibitors); chicken DT40 Tdp1-/-;hTDP1 cells + 20 nM CPT, ATP luminescence, 48 h; Potency, µM (top dose mostly 46.2 µM), without a hit: top-dose activity change, negative = growth inhibition, usual class: inhibitors; 420,000 compounds, 12% hits; AID 686979; further: nearly all actives have a fitted effect of over 55% in size
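Chicken DT40 Tdp1-/- cells stably complemented with human TDP1 were seeded at 400 cells/well in medium containing 20 nM camptothecin, exposed to pin-transferred compounds, and grown at 37 °C for at least 48 hr. Viability was read as ATP luminescence.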
GCN5L2 inh: inhibitors of human GCN5L2 histone acetyltransferase | Q92830 | GCN5L2 HAT assay, ThioGlo1 CoA-SH fluorescence | Potency, µM (series often up to 58.9 µM), inactives show at the highest dose activity change, negative = inhibition, usual class: inhibitors | 390,000 compounds, 0.21% hits
Target sequence (Q92830 whole entry, looked up): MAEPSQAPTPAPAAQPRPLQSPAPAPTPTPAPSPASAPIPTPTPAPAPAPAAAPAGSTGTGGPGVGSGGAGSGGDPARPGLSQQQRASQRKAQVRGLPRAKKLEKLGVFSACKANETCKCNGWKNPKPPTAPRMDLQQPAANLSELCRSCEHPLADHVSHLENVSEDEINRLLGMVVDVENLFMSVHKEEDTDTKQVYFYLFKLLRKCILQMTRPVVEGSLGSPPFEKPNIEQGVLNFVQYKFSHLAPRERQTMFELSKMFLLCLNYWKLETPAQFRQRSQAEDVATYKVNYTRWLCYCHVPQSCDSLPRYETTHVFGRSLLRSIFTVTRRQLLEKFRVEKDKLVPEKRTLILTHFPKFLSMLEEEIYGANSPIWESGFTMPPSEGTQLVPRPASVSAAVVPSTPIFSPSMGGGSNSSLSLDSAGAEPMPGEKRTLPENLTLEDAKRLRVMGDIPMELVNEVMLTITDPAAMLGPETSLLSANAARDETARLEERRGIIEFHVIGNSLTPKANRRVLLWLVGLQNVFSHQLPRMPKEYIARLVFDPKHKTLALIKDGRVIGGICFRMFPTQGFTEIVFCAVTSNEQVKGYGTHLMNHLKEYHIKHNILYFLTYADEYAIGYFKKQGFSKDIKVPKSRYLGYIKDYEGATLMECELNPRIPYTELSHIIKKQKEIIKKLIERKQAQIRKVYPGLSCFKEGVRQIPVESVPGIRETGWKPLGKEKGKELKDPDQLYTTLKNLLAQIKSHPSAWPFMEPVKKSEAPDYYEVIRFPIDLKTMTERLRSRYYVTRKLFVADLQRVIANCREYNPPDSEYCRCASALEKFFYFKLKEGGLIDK
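GCN5L2 (20 nM) in 50mM HEPES pH 7.5, 0.1mM EDTA, 0.01% Tween-20 preincubated 15 min with compounds at room temperature. Reaction started with H3(1-25) 75uM, acetyl-CoA 70uM, ThioGlo1 50uM; CoA-thiol fluorescence (Ex340/Em540) read at 0 and 20 min.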
The depositor's hits bear a star; ? = inconclusive; nt = not tested or not shown; & = joins results of further samples; [ ] = remark or other dose. The call rests on the fitted dose curve; in most records, active means well fitted curve in the direction sought with a large enough effect; inconclusive means small, poorly fitted or top-dose-only effect, or another doubt; inactive means no such curve, though single readings can be large; an effect the other way counts as inactive or inconclusive. On the % scale 0 is the no-effect control and ±100 the full control effect; potency means the concentration at half of the fitted maximal effect. A portion of the library, so the mix of outcomes need not match the whole.

cpd	canonical_smiles	TDP1 cell CPT	GCN5L2 inh	TDP1 cell noCPT
1	Cc1ccccc1OCC(=O)Nc1ccc2nc(SCc3ccccc3)sc2c1	-13%	-5%	4%
2	C=CCn1c(SCc2nc3scc(-c4ccccc4)c3c(=O)[nH]2)nnc1-c1ccccc1F	-29%	-6%	-28%
3	C#CCN(C[C@H]1[C@H](OC(=O)NCc2ccccc2)[C@H](OC(=O)NCc2ccccc2)C[C@H]2C(=O)N(c3ccccc3)C(=O)[C@@H]12)S(=O)(=O)c1ccc(C)cc1	-23%	nt	-15%
4	CC1CN(S(=O)(=O)c2cc(C(=O)NCc3ccncc3)ccc2Cl)CC(C)O1 (centres undefined)	-8%	1%	0%
5	CCOc1ccc(C(CN2CCOCC2)C(C)=O)cc1OC (centres undefined)	4.1µM*	nt	4.1µM*
6	O=C(NC1CCCCC1)NC12CC3CC(CC(C3)C1)C2	-23%	-3%	18%
7	CN1CCN(c2ncc3nc(-c4cccs4)c(=O)n(Cc4cccs4)c3n2)CC1	18µM*	-21%	?
8	O=C(NNC(=O)c1cccc(O)c1)Nc1ccc([N+](=O)[O-])cc1	-15%	-3%	-19%
9	O=C(O)Cn1ccnc1[N+](=O)[O-]	-3%	nt	-3%
10	Cc1cc(C)c(S(=O)(=O)N2CCC3(CC2)OCCN3S(=O)(=O)c2cccs2)c(C)c1	?	-4%	23µM*
11	COc1ccc(NC(=O)c2c(C)nn(-c3ccccc3)c2Cl)cc1	-16%	-18%	-27%
12	C/C(=N\OCC(=O)NC12CC3CC(CC(C3)C1)C2)c1cc2ccccc2o1	21µM*	-6%	?
13	COc1ccc(CNC(=O)CN2C(=O)CSc3ccc(S(=O)(=O)N4CCOCC4)cc32)c(OC)c1	-11%&-12%	-5%&-7%	18%&-20%
14	O=C(NC12CC3CC(CC(C3)C1)C2)c1cc(F)c(F)cc1Cl	-19%	2%	-20%
15	O=C1[C@H](O)[C@@H](O)C(=O)N1Cc1ccccc1	5%	-6%	-8%
16	CSC[C@H](NC(=O)COc1cc2c(c3oc(=O)cc(C)c13)CCC(C)(C)O2)C(=O)O	4%	?	15%
17	CC1=C(C(=O)Nc2ccc(Cl)cc2)C(c2ccccc2C)n2ncc(C(=O)Nc3ccc(C)cc3)c2N1 (centres undefined)	7.3µM*	-12%	7.3µM*
18	COc1ccccc1-c1nnn(CC#N)n1	5%	0%	7%
19	COC(=O)c1ccc(Cl)cc1NC(=O)N(Cc1ccc(C)o1)C1CCN(C(C)=O)CC1	?	-4%	15µM*
20	COC(C[C@H]1O[C@@H]1[C@@H](O)[C@H](C)OCc1ccccc1)OC	5%	34%[activator]	2%
21	CCNC(=S)Nc1cc(OCC)c(NC(=O)c2ccco2)cc1OCC	?	0%	?
22	Cn1c(-c2ccccc2)cnc1NCc1ccccc1	?	-14%	?
23	CCCCn1c(N)c(N(Cc2ccccc2OC)C(=O)CCC(C)C)c(=O)[nH]c1=O	-5%	-3%	-7%
24	Cc1ccc(C)c(NC(=O)CSc2c(C)cnc3c2c(=O)n(C)c(=O)n3C)c1	4%	-4%	7%
25	CCn1nc(C)c2c(-c3ccccc3)cc(=O)n(C(C)C(=O)Nc3cccc(F)c3)c21 (centres undefined)	?	-15%	?

Single records, from the list above. Order of screens: TDP1 cell CPT, GCN5L2 inh, TDP1 cell noCPT
`CN1CCN(c2ncc3nc(-c4cccs4)c(=O)n(Cc4cccs4)c3n2)CC1` across the screens: 18µM*, -21%, ?
`CCn1nc(C)c2c(-c3ccccc3)cc(=O)n(C(C)C(=O)Nc3cccc(F)c3)c21` (centres undefined) across the screens: ?, -15%, ?
`Cc1cc(C)c(S(=O)(=O)N2CCC3(CC2)OCCN3S(=O)(=O)c2cccs2)c(C)c1` across the screens: ?, -4%, 23µM*
`CCCCn1c(N)c(N(Cc2ccccc2OC)C(=O)CCC(C)C)c(=O)[nH]c1=O` across the screens: -5%, -3%, -7%

Random excerpt: six entries already listed, in no set order.
cpd	canonical_smiles	TDP1 cell CPT	GCN5L2 inh	TDP1 cell noCPT
4	CC1CN(S(=O)(=O)c2cc(C(=O)NCc3ccncc3)ccc2Cl)CC(C)O1 (centres undefined)	-8%	1%	0%
17	CC1=C(C(=O)Nc2ccc(Cl)cc2)C(c2ccccc2C)n2ncc(C(=O)Nc3ccc(C)cc3)c2N1 (centres undefined)	7.3µM*	-12%	7.3µM*
16	CSC[C@H](NC(=O)COc1cc2c(c3oc(=O)cc(C)c13)CCC(C)(C)O2)C(=O)O	4%	?	15%
11	COc1ccc(NC(=O)c2c(C)nn(-c3ccccc3)c2Cl)cc1	-16%	-18%	-27%
22	Cn1c(-c2ccccc2)cnc1NCc1ccccc1	?	-14%	?
12	C/C(=N\OCC(=O)NC12CC3CC(CC(C3)C1)C2)c1cc2ccccc2o1	21µM*	-6%	?

Additional results
cpd	canonical_smiles	TDP1 cell CPT	GCN5L2 inh	TDP1 cell noCPT
26	COc1ccccc1NC(=O)CSc1nnnn1-c1ccc2c(c1)OCO2	-10%	-20%	-25%
27	O=C(NCC(c1ccc(F)cc1)N1CCOCC1)c1cccnc1Sc1ccccc1 (centres undefined)	-20%	3%	?
28	CCC(=O)Nc1c(-c2cccs2)c(=O)c2ccccc2n1C	-15%	-13%	-24%
29	CC(C)(C)OC(=O)N1CCC(NC(=O)c2[nH]c(C(F)(F)F)nc2-c2ccccc2)CC1	-29%	nt	?
30	CC1CCCN(CCCNC(=O)c2ccc3c(c2)N(Cc2ccc(Cl)cc2)C(=O)c2ccccc2S3(=O)=O)C1 (centres undefined)	?	-1%	?
31	CCNc1ncc2nc(-c3cccc(C#N)c3)c(=O)n(C)c2n1	4%	35µM*	-4%
32	COc1ccc(C(=O)N(C)C2(C)CCS(=O)(=O)C2)cc1OC (centres undefined)	9%	-5%	-8%
33	CCc1ccc(OCCCC(=O)Nc2ccc(N3CCCCC3)cc2)cc1	-17%	-2%	?
34	CN(C)S(=O)(=O)c1cccc(NC(=O)/C=C/c2ccc(S(=O)(=O)N3CCOCC3)cc2)c1	15µM*	-9%	18µM*
35	CN1C(=O)C(CC(=O)Nc2ccc3c(c2)Cc2ccccc2-3)N(C)C1=O (centres undefined)	0%	4%	?
36	COC(=O)c1sc(-c2ccc(C(C)(C)C)cc2)cc1NC(=O)CSCC(=O)O	?	?	?
37	COCCC(=O)N1CCC(Oc2ccc(C(=O)NCc3csc(C)n3)cc2)CC1	-7%	-2%	26%
38	COc1ccc2cc(C(=O)C3CCCN(C(=O)c4cc(=O)n(C)c(=O)n4C)C3)ccc2c1 (centres undefined)	-19%	-11%	?
39	CCN(C(=O)Cn1c(=O)n2nc(CCn3nc(C)cc3C)nc2c2ccccc21)c1cccc(C)c1	-22%	6%	-23%
40	OCc1ccc2c(c1)c(-c1ccc3c(c1)OCCO3)c(-c1ccccc1)n2-c1ccccc1	18µM*	-23%	23µM*
41	O=C(CN1CCN(S(=O)(=O)N2CCOCC2)CC1)Nc1ccc(Cl)c(Cl)c1	?	-6%	16µM*
42	COc1ccc(Nc2ccc(S(=O)(=O)N3CCCCC3)cc2[N+](=O)[O-])cc1OC	?	-7%	21µM*
43	O=C(COC(=O)c1ccco1)Nc1ccccc1	0%	2%	11%
44	Cc1ccc(-c2ccc(/C=C(\C#N)C(N)=S)o2)c([N+](=O)[O-])c1	?	0%	?
45	O=C(CCNC(=O)c1ccc(Cl)cc1)Nc1ccc(F)cc1F	3%	-9%	-20%
46	CCc1nc2c(OCC(=O)c3ccc(F)cc3)cccn2c1N(C)C(=O)c1ccccc1F	?	nt	?
47	CN(C(=O)/C=C/c1ccco1)c1ccccc1C(=O)O	-3%	1%	27%
48	CC(C)Oc1ccc(S(=O)(=O)N2CCOCC2)cc1NC(=O)C1COc2ccccc2O1 (centres undefined)	21µM*	-9%	18µM*
49	O=C(NCc1ccccn1)c1ccc(Cl)s1	0%	-18%	-1%
50	COc1ccc(NC(=O)c2cc(-c3cc(Cl)ccc3O)n[nH]2)c(OC)c1	-7%	-3%	-37%
51	CC(=O)c1noc(C)c1C(=O)Nc1nccs1	12%	-5%	3%
52	COc1ccccc1Nc1nc2c(s1)CCC2	15µM*	-6%	?
53	CCc1nnc(NC(=O)CN2C(=O)NC3(CC(C)CC(C)(C)C3)C2=O)s1 (centres undefined)	-12%	-4%	1%
54	Cc1cc(=O)n(CCCO)c(O)c1C#N	-1%	2%	-15%
55	Cc1cccc(N2CCN(C3=C(c4ccccc4)C(=O)c4ccccc43)CC2)c1C	7.3µM*	-14%	12µM*
56	CC(=O)NCc1ccc(C(=O)COC(=O)COc2ccc(Cl)c(C)c2)s1	-30%	-4%	-1%
57	NC(=O)[C@@H]1CCCN1C(=O)c1ccc2nc(Cc3ccccc3F)oc2c1	-17%	-7%	9%
58	CCc1cc2c3c(c(=O)oc2cc1O)CCCC3	?	-19%	?
59	O=C(Nc1ccc2c(c1)CCC2)c1cc2ccccc2o1	?	-10%	?
60	COC1C(O)CC(=O)OC(C)C/C=C/C=C/[C@@H](OC2CCC(N(C)C)C(C)O2)C(C)C[C@@H](CC=O)[C@@H]1O[C@H]1OC(C)[C@H](O[C@@H]2C[C@@](C)(O)C(O)C(C)O2)C(N(C)C)C1O (some centres undefined)	?	1%	?
61	CCC(CC)c1nn2c(=O)cc(COc3ccc(NC(=O)c4ccccc4C)cc3)nc2s1	?	-5%	2.3µM*
62	Cc1ncc2c(c1CNC(=O)c1cncs1)CCN(C(=O)c1ccc(C(F)(F)F)cc1)C2	-15%[9.04 µM]	nt	-14%
63	Cc1n[nH]c(=O)n1-c1ccc(OCc2ccccc2)cc1	0%	-21%	-16%
64	CC(C)Oc1c(Br)cc(Br)cc1/C=N/NC(N)=S	16µM*	-6%	5.8µM*
65	O=C(NCc1cccnc1)C(=O)NCC1OCCCN1S(=O)(=O)c1ccc(Cl)cc1 (centres undefined)	4%	-2%	?
66	CCOc1ccc(OCc2ccc(C(=O)Nc3cccc(C)n3)o2)cc1	?	-19%	?
67	O=C(C1=C(O)C(=O)N(Cc2ccco2)C1c1cccc(Cl)c1)c1ccco1 (centres undefined)	-15%	-1%	3%
68	Cc1cnc([N+](=O)[O-])n1CCOC(=O)c1cccc(F)c1	-12%	-5%	0%
69	CC(C)N(C(=S)Nc1cccnc1)c1ccccc1	-17%	-4%	-26%
70	CC(=O)OCC(=O)C1(O)CCC2C3CC(C)C4=CC(=O)CCC4(C)C3C(O)CC21C (centres undefined)	-6%	nt	-17%
71	COc1ccc(C2CC(=O)c3cnc4c(-c5ccc(F)cc5)c(C)nn4c3C2)cc1OC (centres undefined)	4%	-2%	-5%
72	Cc1nn(C)c(C)c1CS(=O)(=O)c1ccccc1	-10%	-2%	-8%
73	CC(=O)c1cccc(NC(=O)NC2CC3CCCC(C2)N3CC(C)C)c1 (centres undefined)	10%	-4%	-3%
74	Cc1cc(NS(=O)(=O)c2ccc(NC(=S)NC(=O)c3cccnc3)cc2)no1	-8%	17%	-3%
75	CSc1nc(-c2ccccc2)nn1C(=O)c1ccc(Cl)cc1	-24%	2%	-18%

Remaining list, next part:
cpd	canonical_smiles	TDP1 cell CPT	GCN5L2 inh	TDP1 cell noCPT
76	Cn1c(CSCc2ccc(Cl)cc2Cl)n[nH]c1=S	?	-5%	?
77	Cn1ccnc1SCc1nc2c(cnn2-c2ccccc2)c(=O)[nH]1	0%	14%	-19%
78	COc1ccccc1CCC(=O)OCC(=O)Nc1c(Br)cc(C)cc1Br	-22%	-2%	-13%
79	Cc1ccc(/C=N/NC(=O)C2=NNC(c3ccccc3)(c3ccccc3)C2)c(O)c1	4.6µM*	-8%	4.1µM*
80	O=C1CCCC(O)=C1C1NCCc2ccccc21 (centres undefined)	-5%	-2%	-4%
81	COc1ccc(C2C(C#N)=C(N)OC3=C2C(=O)CCC3)c(OC)c1OC (centres undefined)	-10%	-1%	-10%

Assay outcomes as filed in PubChem.
